MEKK3 PB1 HTS: raises or lowers MEK5 binding to the human MEKK3 PB1 domain | bead-based flow cytometry, Alexa488-MEK5 binding to MEKK3; actives lie on both sides; 0 = blocked by unlabeled MEK5, 100 = vehicle | binding response (% of control), % at 10 µM | 290,000 compounds, 1.4% hits;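 active = binding response more than 3 SD above or below the average of its plate-row segment, actives on both sides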;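 note: Alexa488 bead fluorescence after subtracting the streptavidin-only scavenger bead signal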
NALP1 inh: inhibitors of NALP1 inflammasome in yeast. S. cerevisiae NALP1/ASC/caspase-1 growth, X-gal OD620, 72 h. inhibition, % at 10 µM. 280,000 compounds, 0.61% hits. AID 2071; in the data active = inhibition mostly above about 24%, no sharp cut-off; inactive = mostly below about 32%; note: some compounds called inactive have numbers as strong as hits
GPR7 antag: human neuropeptides B/W receptor 1 antagonism; 290,000 compounds, 1.1% hits; P48145; inhibition, % at 4.4 µM; GPR7-expressing cells, fluorescence antagonist assay; in the data active = inhibition above about 16%, passing the limit was not always enough;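 note: cells stimulated with the agonist NPW; 0% = agonist with vehicle and 100% = vehicle without agonist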
Target sequence (P48145 whole entry, looked up): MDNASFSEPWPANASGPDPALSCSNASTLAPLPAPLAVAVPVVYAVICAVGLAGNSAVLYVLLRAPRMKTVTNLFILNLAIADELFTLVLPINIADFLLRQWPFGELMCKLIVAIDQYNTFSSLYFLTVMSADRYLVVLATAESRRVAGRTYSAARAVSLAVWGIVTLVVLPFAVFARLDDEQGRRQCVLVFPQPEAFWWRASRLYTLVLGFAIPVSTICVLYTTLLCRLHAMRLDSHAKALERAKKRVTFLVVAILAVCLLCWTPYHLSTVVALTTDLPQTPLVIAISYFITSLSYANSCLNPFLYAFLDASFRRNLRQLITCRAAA
PHOSPHO1 block: PHOSPHO1 (human) inhibition. recombinant PHOSPHO1, absorbance phosphatase assay. inhibition, % at 13.3 µM. 290,000 compounds, 1.1% hits; in the data active = inhibition above about 60%
GalR3 antag: human GalR3 antagonism; O60755; HEK293 GalR3-CNG cAMP membrane potential fluorescence; galR3 body fused to GalR1 C-terminus; inhibition, % at 3 µM; 360,000 compounds, 0.44% hits;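 active = inhibition above the screen-wide average plus 3 SD, cut at about 13% in these data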;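 note: forskolin and galanin both at EC90 stimulate the cells; cAMP rise reported by CNG channel membrane potential dye signal; 0% = forskolin plus galanin with DMSO and 100% = forskolin alone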
Target sequence (O60755 1-299 limits assumed): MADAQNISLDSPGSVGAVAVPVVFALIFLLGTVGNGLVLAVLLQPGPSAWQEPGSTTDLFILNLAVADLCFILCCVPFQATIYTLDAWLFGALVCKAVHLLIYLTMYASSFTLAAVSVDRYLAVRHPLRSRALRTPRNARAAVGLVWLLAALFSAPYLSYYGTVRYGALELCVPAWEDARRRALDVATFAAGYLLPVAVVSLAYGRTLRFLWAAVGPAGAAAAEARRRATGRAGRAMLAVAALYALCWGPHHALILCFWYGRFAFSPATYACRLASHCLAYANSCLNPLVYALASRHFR
MEKK2wt PB1 HTS: raises or lowers MEK5 binding to wildtype human MEKK2 PB1 domain; Q9Y2U5; bead flow cytometry, Alexa488-MEK5 binding to MEKK2 WT; actives lie on both sides; binding response (% of control), % at 10 µM; 290,000 compounds, 1.1% hits; AID 1531; in the data active = binding response below about 67% or above about 130%
MEKK2mut PB1 HTS: signal of MEK5 binding to mutant human MEKK2 PB1 domain | bead flow cytometry, Alexa488-MEK5 binding to MEKK2 mutant | AID 1530 | 290,000 compounds, 0.35% hits | percent response, % at 10 µM; in the data active = percent response above about 24%, passing the limit was not always enough; note: inactives centre near 1; some results filed as inactive read as strong as hits; reference of the scale not given here
V1R ag counter: counter-screen for oxytocin receptor agonists: human V1a receptor agonists. P37288. CHO-V1R cells, Fluo-8 calcium fluorescence, agonist mode; 0% DMSO, 100% 3 nM vasopressin. activation, % at 3 µM. 320,000 compounds, 0.25% hits. AID 2797;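 active = activation above the mean activation of all tested compounds plus 3 SD, per screening run, cut at about 20% in these data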;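 note: signal is peak over basal fluorescence ratio across a 100 second FLIPR read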
OXTR agonist: agonists of human oxytocin receptor; AID 2435; P30559; activation, % at 3 µM; CHO-OTR cells, Fluo-8 calcium fluorescence; normalized: DMSO 0%, oxytocin 100%; 320,000 compounds, 0.32% hits;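 active = activation above the mean of all tested compounds plus 3 SD, cutoff set per screening run, cut at about 20% in these data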;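 note: peak over basal fluorescence ratio from a 100 s FLIPR kinetic read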
Target sequence (P30559 whole entry, looked up): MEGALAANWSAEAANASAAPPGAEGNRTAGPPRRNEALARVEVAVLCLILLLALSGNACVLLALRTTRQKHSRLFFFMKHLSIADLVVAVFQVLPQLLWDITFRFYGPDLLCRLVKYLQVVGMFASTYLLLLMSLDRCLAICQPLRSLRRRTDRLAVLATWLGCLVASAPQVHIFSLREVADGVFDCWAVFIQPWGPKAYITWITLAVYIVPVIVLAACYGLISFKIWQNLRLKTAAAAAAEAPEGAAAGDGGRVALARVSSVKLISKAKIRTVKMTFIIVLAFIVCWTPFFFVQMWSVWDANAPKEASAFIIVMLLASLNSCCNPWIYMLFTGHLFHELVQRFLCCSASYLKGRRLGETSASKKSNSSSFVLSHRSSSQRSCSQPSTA
The depositor's hits bear a star; . = not tested or not shown; & = joins results of further samples.

entry | Compound | MEKK3 PB1 HTS | NALP1 inh | GPR7 antag | PHOSPHO1 block | GalR3 antag | MEKK2wt PB1 HTS | MEKK2mut PB1 HTS | V1R ag counter | OXTR agonist
1 | O=C(Nc1nc2cc3c(cc2s1)OCO3)c1ccc(N2C(=O)CCC2=O)cc1 | 102 | . | 9 | 27 | -6 | 96 | -2 | 0.5 | 0.1
2 | CCCNC(=O)CCc1c(C)nc2c(c(C)nn2-c2ccccc2)c1C | 97 | 11 | -17 | 11 | -10 | 100 | 0 | 1.8 | -0.4
3 | CN(C)S(=O)(=O)c1ccc(C(=O)OCc2ccc([N+](=O)[O-])cc2)cc1 | 94 | 16 | 6 | 16 | -2 | 86 | -10 | 2.2 | 1.7
4 | CCn1c(C)c(C)c2cc(C(=O)NCCN3CCCCCC3)ccc21 | 105 | 15 | -14 | 12 | -8 | 145* | 19 | -0.1 | 0.3
5 | Cc1ccc(N(C(C)C(=O)N2CCCCC2)S(C)(=O)=O)cc1C (configuration not stated) | 101 | 2 | -14 | 29 | -4 | 101 | 0 | -1.0 | -1.4
6 | Cc1sc2ncnc(SCC(=O)N(C)C3CCS(=O)(=O)C3)c2c1C (configuration not stated) | 103 | 10 | -9 | -4 | -5 | 90 | -12 | -0.1 | 0.1
7 | O=C(CN1CCN(Cc2ccccc2F)C1=O)NC1CCCC1 | 103 | 2 | -18 | -10 | 13* | 100 | 2 | -1.0 | 1.4
8 | COc1ccc(S(=O)(=O)NCc2cccnc2)cc1 | 105 | 11 | -7 | 49 | -3 | 107 | 3 | 1.1 | 0.0
9 | Cc1ccc(OCC(O)CN2CCN(c3ccccn3)CC2)c(C)c1 (configuration not stated) | 106 | 1 | -13 | 28 | 3 | 104 | -8 | 0.3 | -0.2
10 | Cc1ccc(C(=O)Nc2nc(=O)[nH]s2)cc1 | 93&88 | 2&2 | -3&7 | 20&42 | -3&2 | 95&89 | -3&-8 | 0.4&1.0 | -0.1&0.3
11 | O=C(NCc1cccc(Br)c1)c1cc(-c2ccccc2)nn1CC1CC(c2cccc([N+](=O)[O-])c2)=NO1 (configuration not stated) | 99 | . | . | . | -4 | 96 | -2 | 1.5 | 0.9
12 | CCCn1c(=O)c2ccccc2n2c(SCC(=O)Nc3cc(C)on3)nnc12 | 98 | 2 | . | -25 | -6 | 102 | 0 | 0.2 | 0.1
13 | CCOc1c(Cl)cc(C(=O)Nc2cccc(C(=O)O)c2)cc1Cl | 96 | -8 | 1 | 33 | -2 | 69 | -56 | 1.4 | 1.1
14 | Cc1ccc(C(=O)Nn2cnnc2)cc1Cl | 99 | 4 | 5 | 34 | -3 | 105 | 1 | 0.3 | -0.7
15 | Cc1ccc(NC(=O)CCC(=O)N/N=C/c2cccs2)cc1C | 94 | 22 | -7 | -1 | -2 | 96 | -3 | 0.8 | -0.3
16 | CC(C)c1nc2ccccn2c1NC1CCCCC1 | 108 | 24* | -3 | 46 | -9 | 110 | 3 | 0.9 | -0.6
17 | CCCCOc1ccc(C(=O)OC2CC(C)N(C)CC2C)cc1 (configuration not stated) | 102 | 19 | 0 | 0 | -2 | 115 | 10 | 0.2 | 5.0
18 | Cc1ccc(NC(=O)c2cc(-c3ccc4c(c3)OCO4)on2)cc1 | 103 | 2 | -2 | 10 | -10 | 101 | 2 | 0.7 | 1.0
19 | O=C(Nc1ccc2c(c1)OCCO2)C(c1ccc(F)cc1)N1CCCCC1 (configuration not stated) | 99 | -7 | 5 | 15 | -2 | 92 | 0 | -1.1 | -0.5
20 | Cc1cccc(C)c1NC(=O)c1c(-c2ccccc2)noc1C | 90 | 21 | -7 | -9 | -6 | 88 | -1 | -1.0 | -1.9
21 | CCCOc1ccc(C2CC(=O)Nc3cc(OC)c(OC)cc32)cc1 (configuration not stated) | 105 | 6 | -1 | 34 | 1 | 107 | 2 | . | .
22 | O=S(=O)(NCCc1cn2ccccc2n1)c1cccs1 | 106 | . | -8 | -2 | . | 108 | 10 | 0.4 | 0.2
23 | CC1=NN(c2ccc(C(F)(F)F)cn2)C(=O)C1 | 94 | 17 | 0 | 5 | -5 | 95 | -4 | -0.4 | 0.5
24 | O=C1CC(N2CCN(c3cccc(C(F)(F)F)c3)CC2)C(=O)N1c1ccccc1 (configuration not stated) | 90 | 3 | 1 | -18 | -5 | 91 | -5 | 3.5 | 4.7
25 | O=C(Cn1c(C(=O)OCCO)cc2ccccc21)c1ccccc1 | 108 | 11 | -10 | 39 | -11 | 104 | 7 | 0.2 | 0.5
26 | O=C(Cc1cccs1)Nc1ccc(-c2nnc(-c3ccco3)o2)cc1 | 64 | -1 | -3 | -40 | -3 | 63 | -12 | 0.3 | -0.8
27 | CCOC(=O)c1cc(CC)sc1NC(=O)C1CC1 | 99 | 14 | -12 | -21 | -5 | 106 | 5 | -0.8 | -1.6
28 | O=C(c1ccc(CS(=O)c2cccc(Cl)c2)o1)N1CCN(C2CCCCC2)CC1 (configuration not stated) | 102 | -9 | 4 | 21 | -7 | 106 | 3 | 2.0 | 0.7
29 | COc1ccc(CCNCC(O)c2ccccc2)cc1 (configuration not stated) | 97 | 2 | 4 | 32 | -6 | 98 | -3 | 1.6 | 0.8
30 | O=C(NC(=S)Nc1cccc(Cl)c1N1CCCCC1)c1ccc2c(c1)OCCO2 | 98 | 20 | -3 | -30 | 1 | 96 | -3 | -0.2 | 1.5
31 | Cc1ccc(NC(=O)c2cc(C)nc3ccccc23)c(Br)c1 | 102 | 20 | 7 | -8 | -10 | 104 | 1 | -0.2 | -0.7
32 | COC(=O)C1=C[C@@H](C(=O)OC)[C@@H]2C3=C(C(=O)[C@@]2(C)NC(=O)c2ccccc2)[C@H](c2ccccc2)[C@@H]2C(=O)NC(=O)[C@@H]2[C@@H]3C1 | 87 | . | . | . | -5 | 88 | -4 | 2.0 | 6.1
33 | C/C(=N\Nc1c(Cl)c(Cl)nc(C(=O)O)c1Cl)c1ccc(O)cc1 | 96 | -20 | 0 | 20 | -6 | 97 | 2 | 2.2 | 0.1
34 | COc1cccc(C(=O)/C=C/Nc2ccc(NC(C)=O)cc2)c1 | 108 | 21 | -12 | 0 | -4 | 105 | 5 | 1.6 | 0.0
35 | COc1cc(C(=O)Nc2ccc3c(c2)Cc2ccccc2-3)cc(OC)c1OC | 135* | 23 | -7 | -14 | -6 | 105 | -2 | 0.0 | 0.0
36 | CCCCn1c(CCC)nc([N+](=O)[O-])c1Sc1ccc(Cl)cn1 | 115 | 3 | 6 | -10 | -4 | 92 | 4 | -0.4 | -1.6
37 | CCn1cc(S(=O)(=O)NCc2ccccc2Br)cn1 | 97 | 5 | -9 | . | 1 | 98 | 3 | -0.9 | -0.8
38 | COc1ccc(-c2cc(=O)n(-c3ccc([N+](=O)[O-])cc3)[nH]2)cc1 | 95 | 21 | 12 | 1 | -2 | 101 | 10 | 6.6 | 0.0
39 | O=C(COC(=O)c1ccccc1C(=O)N1CCN(c2ccccc2)CC1)Nc1ccc(F)cc1 | 97 | 0 | 9 | 19 | 5 | 100 | 3 | 0.6 | -0.3
40 | N#CCCN=C(NS(=O)(=O)c1ccccc1)c1ccccc1 | 105 | 2 | -13 | 28 | -9 | 105 | 10 | -0.7 | 0.6
41 | CN(C)c1ccc2c3c(ccc(N(C)C)c13)C(=O)OC2 | 104 | -3 | -7 | 28 | -2 | 98 | -2 | 1.0 | -0.5
42 | O=C(NC1CCN(Cc2ccccc2)CC1)c1ccc(CS(=O)c2ccc(F)cc2)o1 (configuration not stated) | 101 | 1 | -7 | -22 | -7 | 110 | 5 | 0.8 | 1.2
43 | COc1ccc(-c2ccc([C@H]3[C@H]4C=CC[C@@H](C)[C@@H]4C(=O)N3Cc3ccccc3)c(F)c2)cc1 | 110 | -8 | . | 35 | -2 | 108 | 5 | 0.8 | 0.2
44 | COc1ccc2c(=O)c(C(=O)O)c(-c3ccc4c(c3)OCO4)n(C)c2c1 | 92 | 17 | -6 | -5 | 0 | 99 | -4 | 0.8 | 0.5
45 | COc1ccc(S(=O)(=O)N2CCN(C)CC2)cn1 | 95 | 22 | 5 | . | -1 | 103 | 1 | 0.1 | 0.2

46: CSc1cccc(NC(=O)CCC(=O)O)c1
47: CCN1C(=O)/C(=C/c2cccs2)N(C)C1=S
48: CS(=O)(=O)c1ccccc1COC(=O)Nc1ccc(Cl)cc1
49: C/C=C/C=C/[C@H]1Cc2cc(O)cc(O)c2O1
50: CC(=O)Nc1ccc(NC(=O)CSc2ncnc3sc(C)c(C)c23)cc1
compound no.	46	47	48	49	50
MEKK3 PB1 HTS	102	102	98	103	99
NALP1 inh	25	35	-9	-10	-3
GPR7 antag	-11	-2	16	.	-4
PHOSPHO1 block	0	-5	16	22	36
GalR3 antag	3	-3	-9	.	-4
MEKK2wt PB1 HTS	104	100	97	103	96
MEKK2mut PB1 HTS	3	0	-1	5	-2
V1R ag counter	1.7	-1.7	2.5	0.0	0.0
OXTR agonist	1.8	-2.6	3.5	1.9	0.8

51: Cc1cccc(C(=O)N2CCc3cc(-c4nc(NC(=O)CN5CCCC5)sc4C)ccc32)c1
52: NC(=O)c1ccccc1NC(=O)c1ccc2ccccc2c1
53: COc1ccc([N+](=O)[O-])cc1N(CC(O)CN1CCOCC1)S(=O)(=O)c1ccccc1 (configuration not stated)
54: CCSC(=O)NC1CCCCC1
55: CSc1ccccc1OCc1cc(C(=O)N2CCN(c3ncccn3)CC2)no1
compound no.	51	52	53	54	55
MEKK3 PB1 HTS	102	108	97	87	106
NALP1 inh	7	1	8	.	4
GPR7 antag	2	-18	-15	-13	-11
PHOSPHO1 block	23	24	26	27	30
GalR3 antag	-9	-10	-9	-1	-3
MEKK2wt PB1 HTS	106	108	97	93	104
MEKK2mut PB1 HTS	3	4	-1	-25	6
V1R ag counter	4.2	-0.4	0.0	-0.4	0.6
OXTR agonist	0.2	-1.7	0.1	0.0	-0.1

Sorted by number of heavy atoms (low to high): part of the list above
45: COc1ccc(S(=O)(=O)N2CCN(C)CC2)cn1
31: Cc1ccc(NC(=O)c2cc(C)nc3ccccc23)c(Br)c1
33: C/C(=N\Nc1c(Cl)c(Cl)nc(C(=O)O)c1Cl)c1ccc(O)cc1
55: CSc1ccccc1OCc1cc(C(=O)N2CCN(c3ncccn3)CC2)no1
compound no.	45	31	33	55
MEKK3 PB1 HTS	95	102	96	106
NALP1 inh	22	20	-20	4
GPR7 antag	5	7	0	-11
PHOSPHO1 block	.	-8	20	30
GalR3 antag	-1	-10	-6	-3
MEKK2wt PB1 HTS	103	104	97	104
MEKK2mut PB1 HTS	1	1	2	6
V1R ag counter	0.1	-0.2	2.2	0.6
OXTR agonist	0.2	-0.7	0.1	-0.1

Pulled by compound from the entries so far:
51: Cc1cccc(C(=O)N2CCc3cc(-c4nc(NC(=O)CN5CCCC5)sc4C)ccc32)c1
55: CSc1ccccc1OCc1cc(C(=O)N2CCN(c3ncccn3)CC2)no1
compound no.	51	55
MEKK3 PB1 HTS	102	106
NALP1 inh	7	4
GPR7 antag	2	-11
PHOSPHO1 block	23	30
GalR3 antag	-9	-3
MEKK2wt PB1 HTS	106	104
MEKK2mut PB1 HTS	3	6
V1R ag counter	4.2	0.6
OXTR agonist	0.2	-0.1

Screening data from PubChem BioAssay.
